Assay outcomes as filed in PubChem BioAssay.
All columns: NCI-60 one-dose screen, growth in % after 48 h at 10 µM unless noted; 100 = growth as untreated, 0 = no growth, -100 = all killed.
CCRF-CEM: CCRF-CEM leukemia | actives 7% (n = 77,000)
MCF7: MCF7 breast cancer | actives 6.3% (n = 82,000) | AID 1794796
MDA-MB-468: MDA-MB-468 breast cancer; actives 8.5% (n = 78,000); AID 2202374
MDA-MB-231: MDA-MB-231 breast cancer. actives 5% (n = 81,000)
RPMI-8226: RPMI-8226 leukemia cells; actives 7.5% (n = 77,000); AID 1794781
SR: SR leukemia cells; actives 8.7% (n = 73,000); AID 1794780
MOLT-4: MOLT-4 leukemia cells | actives 6.9% (n = 80,000)
K-562: K-562 leukemia. AID 1794777. actives 7.4% (n = 78,000)
Starred values were filed as active, the others as inactive; · = not tested or not shown; & = joins results of further samples; [ ] = remark or other dose. How the source made its calls: active means growth percent below 10; inactive means the rest.

SMILES	CCRF-CEM	MCF7	MDA-MB-468	MDA-MB-231	RPMI-8226	SR	MOLT-4	K-562
N#Cc1ccc(C(=O)CSc2nccc(Nc3ccc(S(=O)(=O)Nc4nccs4)cc3)n2)cc1	96	92	117	101	99	94	103	95
CC(=O)Nc1nc(-c2n[nH]c(=S)n2-c2ccccc2)cs1	89	101	95	101	102	86	84	88
CCCCc1nc(Cl)c(C2CC(c3ccc(Cl)cc3)=NN2C=O)[nH]1 (configuration not stated)	95	90	74	103	83	79	76	85
N#CC12C(=O)NC(=O)C1(C#N)C21CCCC1 (configuration not stated)	99	92	·	107	101	86	83	108
Cc1ccc(S(=O)(=O)Oc2cc(OS(=O)(=O)c3ccc(C)cc3)cc(OS(=O)(=O)c3ccc(C)cc3)c2)cc1	96	104	·	92	89	·	82	94
O=C(CC1(O)C(=O)Nc2ccc(Br)cc21)c1ccccc1 (configuration not stated)	99	99	103	114	93	97	100	93
Nc1ccc2cc(S(=O)(=O)O)ccc2c1	108&104	99&95	103&123	95&93	107&100	104&103	120&102	113&102
CC(C)(C)CC(C)(C)NCC(O)COc1ccc(Cl)cc1Cl (configuration not stated)	101	104	118	93	98	99	83	101
OC(CNc1ccnc2cc(Cl)ccc12)CNC1CCCCC1 (configuration not stated)	80	76	·	54	65	23	·	·
Nc1cccc(-c2nc(N3CCOCC3)c3c4c(sc3n2)CCCC4)c1	99	82	96	73	84	74	87	87
CCCOc1ccc(C(=O)OCCNCC)cc1N	127	94	86	95	113	135	109	121
C/C=C/C(=O)Nc1ccc(Cl)c(Cl)c1	101	103	101	94	90	110	103	105
CCCCN(CCCC)CCCCCCCCC(O)c1cc2ccccc2c2ccccc12 (configuration not stated)	37	29	29	56	-7.6*	38	39	23
CN(CCCOS(C)(=O)=O)CCCOS(C)(=O)=O	94	99	77	113	100	81	102	104
O=C(Nc1ccc(NCCN2CCOCC2)nc1)c1ccc([N+](=O)[O-])cc1	101	89	104	103	107	113	118	103
COc1cc(C2CC(c3cc(OC)c(OCCCOc4ccc(-n5c(/C=C/c6ccccc6)nc6ccccc6c5=O)cc4)c(OC)c3)=NO2)cc(OC)c1OC (configuration not stated)	77	97	104	110	-9.4*	·	86	79
COC(=O)C(Cc1cccc(-c2ccco2)c1)NC(=O)OCc1ccccc1 (configuration not stated)	95	87	100	103	93	89	101	106
CCc1nc2cc(/C=C/C(=O)NO)c(F)cc2c(=O)n1CCc1ccccc1	2.8*	12	-33*	15	12	8.1*	-2.6*	6.8*
COc1ccc(/C=C(/C(=O)N2CCCCC2)c2cc(OC)c(OC)c(OC)c2)cc1	14	18	13	42	16	14	31	11
CCOC(=O)c1c(C)c2c(n1Cc1ccc(OC)cc1)CSc1cc(S(=O)(=O)c3ccccc3)c(=O)[nH]c1-2	68[100 µM]	58[100 µM]	70[100 µM]	81[100 µM]	67[100 µM]	88[100 µM]	63[100 µM]	62[100 µM]
CC(=O)N(C)c1ccc(O)cc1	97	89	120	100	100	93	97	99
COc1cc(C(=O)/C=C/c2c(C)nn(-c3ccccc3)c2N2CCOCC2)cc(OC)c1OC	44	74	58	80	45	28	53	52
CSc1nc(-c2cccs2)c2c(N)nn(S(=O)(=O)c3ccc(Cl)cc3)c2n1	90	97	91	92	95	89	85	90
N#CCC(=O)OCCOC(=O)CC#N	·	97	109	110	103	93	85	90

One compound at a time (already shown). Screens in order: CCRF-CEM, MCF7, MDA-MB-468, MDA-MB-231, RPMI-8226, SR, MOLT-4, K-562
`COc1cc(C2CC(c3cc(OC)c(OCCCOc4ccc(-n5c(/C=C/c6ccccc6)nc6ccccc6c5=O)cc4)c(OC)c3)=NO2)cc(OC)c1OC` (configuration not stated) across the screens: 77, 97, 104, 110, -9.4*, ·, 86, 79
`CCCCN(CCCC)CCCCCCCCC(O)c1cc2ccccc2c2ccccc12` (configuration not stated) across the screens: 37, 29, 29, 56, -7.6*, 38, 39, 23

The list goes on:
SMILES	CCRF-CEM	MCF7	MDA-MB-468	MDA-MB-231	RPMI-8226	SR	MOLT-4	K-562
CCCCCCN1COCC(COc2ccc(Cl)cc2)OC1 (configuration not stated)	101	90	92	·	95	·	93	91
Cc1cccc(C)c1-c1cc(Cc2ccc(Cl)cc2)c(=O)[nH]n1	·	97	97	94	52	4.7*	74	90
O=C1NC(=O)C2(CCC(C3CCCCC3)CC2)N1 (configuration not stated)	103	100	98	92	101	113	99	110
O=c1[nH]c(NCc2nnnn2-c2ccc(Br)cc2)nc2sc3c(c12)CCCC3	91	92	97	92	87	86	77	·
COc1cc(C)c2c(c1OC)C(=O)CC2	101	112	113	110	104	108	112	102
O=[N+]([O-])c1ccc(N=Nc2ccc(O)c3ccccc23)cc1	·	20	27	37	28	19	31	22
Clc1ccc(COc2ccc(Nc3ncnc4c3sc3ncccc34)cc2)cc1Cl	96	97	101	88	96	91	92	96
O=C(Nc1ccc(Cl)c(C(F)(F)F)c1)Nc1ccc(-c2cccnc2)cc1N1CCC(CO)CC1	9.7*	16	13	-17*	12	2.3*	4.8*	15
O=C1CC(c2ccc(Cl)cc2)Oc2ccc(Cl)cc21 (configuration not stated)	77	56	110	80	·	54	85	80
Cc1ccc(/C=C2\SC(=S)N(CCC(=O)O)C2=O)cc1	106	90	109	96	102	99	112	96
CC/C(=N/O)c1ccccc1	93	97	111	100	96	80	80	92
c1ccc2c(-c3csc(-c4c[nH]c5ncccc45)n3)c[nH]c2c1	41	73	89	70	85	·	·	·
Cc1cc(C)c2nc(C)c(C)[n+]([O-])c2c1	66	96	101	118	91	82	83	89
COc1cccc(/C=C(/C(C)=O)C(=O)c2ccccc2)c1	57	36	100	88	74	35	84	64
O=C(O)/C=C/C(=O)c1ccc(Cl)cc1	·	102	124	122	115	·	·	·
CCCS(=O)(=O)Nc1ccc(F)c(C(=O)c2c[nH]c3ncc(-c4ccc(Cl)cc4)cc23)c1F	27	45	39	34	29	15	16	22
COc1ccc(-n2nc(C(=O)NCC(=O)NO)nc2-c2ccccc2)cc1	107	99	100	112	121	111	107	·
CCOC(=O)c1c(C)csc1NC(=O)CSCc1c(F)cccc1Cl	94	90	75	83	86	84	75	68
Cc1oc2c(Cc3ccc(NC(=O)c4ccc(Cl)cc4)cc3)ncnc2c1C(=O)NO	91	91	92	108	92	71	83	78
Cc1[nH]c(C(=O)NCc2cccc(Cl)c2)c2c1C(=O)CCCC2	105	89	93	98	105	90	98	·
CCCSc1ncnc2nc[nH]c12	99	94	108	96	99	·	·	77
CC1CCc2c(sc3nc(SCC(=O)NNC(=S)Nc4ccccc4)n(-c4ccccc4)c(=O)c23)C1 (configuration not stated)	97	99	114	83	115	96	92	93
CCOC(=O)c1cc(C(=O)c2cc(OC)cc(OC)c2)n2nc(C)ccc12	14	21	30	53	12	18	30	10
CN1CCN(c2ccc(Nc3nc(NCCCNS(=O)(=O)c4ccccc4)c4sccc4n3)cc2)CC1	38	36	30	38	15	2.4*	26	17
CC1=C2CC/C(C)=C/CC[C@]3(C)O[C@H]3CC/C(C)=C/[C@H]2OC1	85	105	99	96	94	88	86	88
CCCCCCC(C)c1ccccc1O (configuration not stated) (tested in a mixture with another compound)	99	116	124	104	96	·	102	106
CCCCOC(=O)c1ccccc1	101	100	108	103	104	113	99	98
Cc1ccc(C(=O)C2CC2)c(C)c1	103	101	100	104	105	108	109	118
O=S(=O)(Nc1ccc(NS(=O)(=O)c2ccccc2)c(Cl)c1)c1ccccc1	92	92	116	104	91	91	79	95
CCOC(COc1ccccc1)OCC	102	101	107	116	120	·	96	·
NS(=O)(=O)c1cccc(C(=O)O)c1	89	91	107	111	119	82	86	101
Oc1ccc(N=Nc2nccs2)c(O)c1	20	57	49	55	20	8.2*	12	44
Cn1ccnc1CN1CCSC(C(=O)Nc2ccccc2)C1 (configuration not stated)	81	92	88	104	88	97	94	92
CC(=O)CC1=CCCCC1	109	101	105	99	101	88	83	85
Clc1nc(N2CCC3(CC2)OCCO3)ncc1Br	99	78	98	112	91	71	84	93
COc1cc(C2=NN(c3ccc(S(N)(=O)=O)cc3)C(c3cc(OC)c(OC)c(OC)c3)C2)cc(OC)c1OC (configuration not stated)	86	84	88	70	77	54	95	95
CCCCCC[C@H]([C@H](C)O)n1cnc2c(N)ncnc21	90	103	·	94	106	85	85	72
S=c1[nH]c2cc3ccccc3cc2[nH]1	122	100	69	86	·	105	114	128
CCOC(=O)C1C(=O)N(c2ccccc2CC)C(=O)C(C#N)=C1c1ccc2c(c1)OCO2 (configuration not stated)	·	93	102	114	103	107	100	98
O=C(c1ccc(O)cc1)c1ccccc1O	63	128	119	101	90	94	99	98
CCCCC/C=N/Nc1nc(C)cc(=O)[nH]1	105	93	105	95	119	90	95	105
Cc1ccc(Nc2nc3c(s2)C2=CC[C@H]4[C@@H]5CC[C@H]([C@H](C)CCCC(C)C)[C@@]5(C)CC[C@@H]4[C@@]2(C)CC3)c(C)c1	97	·	102	108	98	90	102	97
CNc1cc([N+](=O)[O-])ccc1OCc1ccccc1	88	65	92	83	74	38	82	91
Fc1ccc(C(=S)Nc2ccccc2Cl)cc1	100	99	102	105	99	106	103	109
COc1cc2nc(SCc3n[nH]c(=S)n3C(=O)c3ccc(Br)cc3)n(-c3ccc(Cl)cc3)c(=O)c2cc1OC	98	85	93	93	91	91	98	83
c1ccc(C2=NN3C(C2)c2ccccc2OC3c2ccccc2)cc1 (configuration not stated)	102	81	114	96	97	99	97	97
O=C(Nc1ccc([N+](=O)[O-])cc1)c1ccc(-n2c(=O)[nH]c3ccccc3c2=O)cc1	114	87	114	93	114	97	113	102
CCCCC#Cc1c(I)n(C2OC(CO[Si](C)(C)C(C)(C)C)C3OC(C)(C)OC32)c(=O)[nH]c1=O (configuration not stated)	8.6*	62	·	79	-47*	-5.5*	4.7*	36

Part of the list above, as a markdown table.
| Molecule | CCRF-CEM | MCF7 | MDA-MB-468 | MDA-MB-231 | RPMI-8226 | SR | MOLT-4 | K-562 |
| --- | --- | --- | --- | --- | --- | --- | --- | --- |
| CCCCCCN1COCC(COc2ccc(Cl)cc2)OC1 (configuration not stated) | 101 | 90 | 92 | · | 95 | · | 93 | 91 |
| Cc1cccc(C)c1-c1cc(Cc2ccc(Cl)cc2)c(=O)[nH]n1 | · | 97 | 97 | 94 | 52 | 4.7* | 74 | 90 |
| O=C1NC(=O)C2(CCC(C3CCCCC3)CC2)N1 (configuration not stated) | 103 | 100 | 98 | 92 | 101 | 113 | 99 | 110 |
| O=c1[nH]c(NCc2nnnn2-c2ccc(Br)cc2)nc2sc3c(c12)CCCC3 | 91 | 92 | 97 | 92 | 87 | 86 | 77 | · |
| COc1cc(C)c2c(c1OC)C(=O)CC2 | 101 | 112 | 113 | 110 | 104 | 108 | 112 | 102 |

Other records.
SMILES	CCRF-CEM	MCF7	MDA-MB-468	MDA-MB-231	RPMI-8226	SR	MOLT-4	K-562
C/C(=N\Nc1ccc(S(N)(=O)=O)cc1)c1cc2cc(Br)ccc2oc1=O	113	84	82	85	137	113	103	108
COc1ccn2c(C(C)=O)cc(C(=O)c3ccc4c(c3)Sc3ccccc3N4)c2c1	8.2*	21	-4.1*	-17*	11	5.1*	13	7.0*
O=S(=O)(NCCNc1nccc(-c2cn(-c3ccccc3)nc2-c2ccc(Cl)c(O)c2)n1)c1cccc(F)c1	·	97	84	87	·	97	94	105
CCCCC/C=C\C/C=C/CCCCCCCCNC(=O)Nc1ccc([N+](=O)[O-])cc1	31	103	84	78	13	35	43	·
O=C(c1cccc(F)c1)n1ccc2cc(NC(=S)Nc3ccc(N4CCOCC4)cc3)ccc21	104	93	92	105	106	90	100	97
COc1ccc(C2CC(c3cccc(Nc4ccnc5cc(Cl)ccc45)c3)=NN2C=O)cc1 (configuration not stated)	7.5*	22	7.8*	24	21	6.8*	16	14
Cn1cc(-c2cc(N)n3nc(-c4c[nH]c5ccc(Br)cc45)cc3n2)c2cc(Br)cnc21	-32*	-80*	-98*	-82*	-6.4*	-16*	-29*	-27*
Cc1ccc(OCc2ccccc2Cl)cc1	97	100	113	94	102	104	100	101
CC1(C)C(=O)/C(=C\c2cc(C(F)(F)F)cc(C(F)(F)F)c2)C[C@]2(C)[C@H]3CC[C@@H]4[C@@H](C(=O)/C=C\c5cc(C(F)(F)F)cc(C(F)(F)F)c5)CC[C@@]4(C)[C@]3(C)CC[C@@H]12	96	94	102	105	107	·	94	88
CC(C)(C(=O)O)c1ccccc1	107&108	94&92	99&115	105&98	108&101	103&107	96&102	93&103
CC1=NN(c2cccc(Cl)c2)C(=O)/C1=C\c1cn(Cc2ccccc2)c2ccccc12	109	73	77	90	88	87	90	94
Cc1c(C(=O)N[C@@H](Cc2ccccc2)C(=O)C(=O)NCc2ccccc2)[nH]c2ccccc2c1=O	100	94	108	97	91	·	92	86
O=C1/C(=C/c2ccc(N3CCCC3)cc2)Cc2cc3c(cc21)OCO3	103	65	92	105	97	119	106	119
O=C1NC(c2ccccc2)C(c2ccccc2)N1 (configuration not stated)	92	103	113	114	·	94	87	97
CCCCCCCC/C=C\CCCCCCCC(=O)OCCCCCCCCCCCCCC	94	111	110	117	101	100	105	104
O=C(c1ccc(-c2ccccc2)cc1)c1cccc(Br)c1	88	36	84	84	96	21	72	15
CC[C@H](C)[C@H](NC(=O)[C@@H](N)CCC(N)=O)C(=O)N[C@@H](Cc1ccc(O)cc1)C(=O)N[C@@H](CCCCN)C(=O)N[C@@H](CCCCN)C(=O)N[C@@H](Cc1ccc(O)cc1)C(=O)N[C@@H](CCCNC(=N)N)C(=O)N[C@H](C(=O)N[C@@H](Cc1c[nH]c2ccccc12)C(=O)N[C@@H](Cc1ccc(O)cc1)C(=O)N[C@@H](CCCNC(=N)N)C(=O)N[C@@H](CCCCN)C(=O)N[C@@H](C)C(=O)N[C@@H](Cc1c[nH]c2ccccc12)C(=O)N[C@@H](CCCCN)C(=O)N[C@H](C(=O)N[C@@H](CC(C)C)C(=O)NCC(=O)N[C@@H](CCCCN)C(=O)N[C@H](C(N)=O)C(C)C)C(C)C)[C@@H](C)O	5.2*	-68*	45	-30*	18	38	53	5.0*
